Assay outcomes deposited in PubChem BioAssay by National Center for Advancing Translational Sciences (NCATS).
IL-2 act: qHTS of IL-2 Activators | AID 652025, 2013 | IL-2 activation reporter assay, cell-based qHTS; stimulated with anti-CD3/CD4/CD28 beads; in transgenic mouse T cells | activation, % (series mostly up to about 46 µM) | hit rate 0.065% among 360,000; in the data active means activation above about 50%; inconclusive means mostly about 30% to 49%; further: 0% is about no effect
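Using fluorescent plate cytometry, EGFP and DsRed are detected in transgenic mouse T cells stimulated 18 h at 37 degrees C with antibody-coated beads after 60 min compound pretreatment.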
GLP-1R agonist: qHTS of GLP-1 Receptor Agonists | AID 624172, 2012 | Potency, µM (doses to about 45.6 µM), inactives show top-dose activation, most hits filed as activators | HEK293 GLP-1R CRE-luciferase, luminescence, 4-6 h; cells express a hypersensitive GLP-1R form | hit rate 0.007% among 380,000; further: potency means the concentration at half of the fitted maximal effect; % of control where 0% means no effect
GLP1R cytotox: qHTS of GLP-1 Receptor Inverse Agonists: Cytotox Screen | HEK293 cAMP-luciferase reporter cells, luminescence, 24 h | Potency, µM (series often up to 38.3 µM), for the others: at the highest dose activity change, negative = inhibition, actives largely listed as inhibitors | hit rate 0.13% among 410,000 | AID 624418, 2012;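 further: loss of luciferase light is scored as toxicity; potency means the concentration at half of the fitted maximal effect; on the % scale 0 is the no-effect control and ±100 the full control effect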
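A 23 nL compound transfer followed 12 hours of cell culture at 37 deg C; exposure then lasted 24 hr. Luciferase assay detection reagent was dispensed and plates read for luminescence after a 12 min room-temperature wait.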
EPAC1 ag: qHTS for Agonist of cAMP-regulated guanine nucleotide exchange factor 3 (EPAC1): primary screen. EPAC1 agonist qHTS, biochemical assay; response scale: 100% = response to 6.5 mM cAMP. Rap guanine nucleotide exchange factor 3 (Homo sapiens), O95398. Potency, µM (series often up to 154 µM), inactives show at the highest dose activation, most hits filed as activators. hit rate 0.073% among 360,000; further: potency means the concentration at half of the fitted maximal effect; nearly all actives have a fitted effect of over 60% in size
Target sequence (O95398 whole entry, looked up): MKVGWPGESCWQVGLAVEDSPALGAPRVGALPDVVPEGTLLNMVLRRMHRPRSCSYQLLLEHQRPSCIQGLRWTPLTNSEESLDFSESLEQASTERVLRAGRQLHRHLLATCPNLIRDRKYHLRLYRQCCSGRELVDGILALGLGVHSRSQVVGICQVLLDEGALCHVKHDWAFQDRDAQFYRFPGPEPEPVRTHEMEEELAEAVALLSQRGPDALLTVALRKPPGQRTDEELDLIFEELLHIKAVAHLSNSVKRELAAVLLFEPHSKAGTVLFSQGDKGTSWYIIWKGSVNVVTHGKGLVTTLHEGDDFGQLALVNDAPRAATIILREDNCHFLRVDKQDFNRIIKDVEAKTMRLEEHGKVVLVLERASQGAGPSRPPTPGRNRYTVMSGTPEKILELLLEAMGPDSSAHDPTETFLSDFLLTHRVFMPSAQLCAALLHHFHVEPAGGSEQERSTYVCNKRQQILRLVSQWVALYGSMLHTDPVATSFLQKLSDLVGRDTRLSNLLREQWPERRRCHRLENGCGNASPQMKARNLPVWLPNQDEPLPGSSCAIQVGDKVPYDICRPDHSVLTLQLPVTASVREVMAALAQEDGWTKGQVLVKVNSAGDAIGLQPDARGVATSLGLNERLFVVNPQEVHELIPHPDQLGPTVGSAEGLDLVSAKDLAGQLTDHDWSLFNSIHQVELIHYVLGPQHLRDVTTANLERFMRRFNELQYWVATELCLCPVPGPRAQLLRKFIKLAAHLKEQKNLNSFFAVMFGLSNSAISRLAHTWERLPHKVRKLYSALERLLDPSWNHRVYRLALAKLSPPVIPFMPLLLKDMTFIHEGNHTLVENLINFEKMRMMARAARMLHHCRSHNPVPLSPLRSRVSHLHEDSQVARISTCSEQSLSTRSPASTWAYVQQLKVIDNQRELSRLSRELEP
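Compounds were pinned as a concentration titration into mixtures of EPAC1 (100 nM), BODIPY-GDP-loaded Rap1B (250 nM) and GDP (50 uM). After 5 min at room temperature, fluorescence was followed for 30 min; activity was scaled to 6.5 mM cAMP.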
GLP-1R inv ag: qHTS of GLP-1 Receptor Inverse Agonists (Inhibition Mode); AID 624417, 2012; HEK293 GLP-1R CRE-luciferase, luminescence, 24 h; GLP-1R form is constitutively active; Glucagon-like peptide 1 receptor (Homo sapiens), P43220; Potency, µM (top dose mostly 38.3 µM), inactives show at the top dose activity change, negative = inhibition, most hits filed as inhibitors; hit rate 1.6% among 410,000; further: potency means the concentration at half of the fitted maximal effect; on the % scale 0 is the no-effect control and ±100 the full control effect; nearly all actives have a fitted effect of over 55% in size
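Using stably transfected HEK293 (constitutively active GLP-1R, cAMP-luciferase reporter), compounds were incubated 24 hr and luciferase measured by luminescence.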
PI5P4K alpha inh: qHTS for Inhibitors of phosphatidylinositol 5-phosphate 4-kinase (PI5P4K) | Phosphatidylinositol 5-phosphate 4-kinase type-2 alpha (Homo sapiens), P48426 | PI5P4Kalpha enzyme, ADP-Glo luminescence, 60 min; active compounds read low | max response, % | hit rate 1.2% among 330,000 | AID 652105, 2013; active means max response of -50% or lower; inconclusive means between -30% and -50%; inactive means -30% or higher; further: value at the top dose of about 77 µM; on the % scale 0 is the no-effect control and ±100 the full control effect
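Quantitative HTS of the MLSMR library against PI5P4Kalpha with substrate. ATP added last at 5 microM final; room temperature, 60 minutes. Remaining ATP depleted, ADP converted and read as luminescence.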
PLK1 PBD inh: qHTS for Inhibitors of PLK1-PDB (polo-like kinase 1 - polo-box domain): Primary Screen. hit rate 2.8% among 360,000. Plk1 PBD binding of FITC phosphopeptide, fluorescence polarization. Potency, µM, without a hit: max response, negative = inhibition, usual class: inhibitors. Serine/threonine-protein kinase PLK1 (Homo sapiens), P53350. AID 720504, 2013; further: potency means the concentration at half of the fitted maximal effect; series mostly up to about 57 µM; on the % scale 0 is the no-effect control and ±100 the full control effect; nearly all actives have a fitted effect of over 65% in size
EPAC1 antagonist: qHTS for Antagonist of cAMP-regulated guanine nucleotide exchange factor 3 (EPAC1): primary screen. Rap guanine nucleotide exchange factor 3 (Homo sapiens), O95398. EPAC1 GEF assay, Rap1b-BODIPY-GDP exchange fluorescence. Potency, µM (titrated, usually from 115 µM), without a hit: at the top dose activity change, negative = inhibition, actives largely listed as inhibitors. hit rate 0.14% among 360,000;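 further: potency means the concentration at half of the fitted maximal effect; plate controls were vehicle for no effect and positive control for full effect; nearly all actives have a fitted effect of over 50% in size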
PTHR1 agonist: qHTS for PTHR1 Agonists: Primary Screen; HEK293 GP2 PTHR1 cells, GloSensor cAMP luminescence, 1 h; AID 743266, 2014; hit rate 0.075% among 410,000; Parathyroid hormone/parathyroid hormone-related peptide receptor (Homo sapiens), Q03431; Potency, µM (titrated, usually from 115 µM), for the others: at the top dose activation, most hits filed as activators; further: potency means the concentration at half of the fitted maximal effect; nearly all actives have a fitted effect of over 55% in size; some results filed as inactive show a strong effect at the top dose; inactives centre near -15; many of its hits are not listed in these tables
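HEK-293-derived GP2 cells expressing PTHR1 and a GloSensor cAMP reporter, 3,000/well, plated overnight, given luciferin plus IBMX (each 0.5 mM as added) for 1 h at 37 °C, then compound for 1 h at 37 °C. Luminescence was read after 15 min at room temperature.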
* = called active by the depositor; i = inactive; u = inconclusive; x = no result given; & = joins results of further samples; [ ] = remark or other dose. Unless noted, the call rests on the fitted dose curve; in most records, active means well fitted curve in the direction sought with a large enough effect; inconclusive means small, poorly fitted or top-dose-only effect, or another doubt; inactive means no such curve, though single readings can be large; an effect the other way counts as inactive or inconclusive.

SMILES	IL-2 act	GLP-1R agonist	GLP1R cytotox	EPAC1 ag	GLP-1R inv ag	PI5P4K alpha inh	PLK1 PBD inh	EPAC1 antagonist	PTHR1 agonist
Cc1csc(=O)n1CCC(=O)OCC(=O)Nc1ncc(Cl)cc1Cl	-0.8	-5%	-1%	0%	11%	-22	u	5%	i
CCN(CC(=O)Nc1ccc(NC(C)=O)cc1)C(=O)c1ccc(NC2CC2)c([N+](=O)[O-])c1	0.2	2%	-38%	0%	5%	5	-1%	3%	-6%
OC(c1ccc(F)cc1)c1ncc(-c2ccc(Oc3ccccc3)cc2)[nH]1 (stereo not drawn)	-0.5	-6%	-11%	-3%	10µM*	1	6%	-13%	i
CCOC(=O)c1cncc(C#CCO)c1	-0.7	6%	-8%	-4%	3%	2	-2%	0%	-11%
COc1cc(SC)ccc1C(=O)N(CC(=O)Nc1ccccc1Br)Cc1ccco1	-3.1	16%	0%	5%	10µM*	-4	-8%	-5%	-13%
CCOC(=O)c1cc2c(ccn2C)n1CC(=O)N1CCCC(C)C1 (stereo not drawn)	0.0	-6%	-15%	12%	-13%	1	-4%	0%	i
COc1ccc(CC2SC(N)=NC2=O)cc1 (stereo not drawn)	0.9	-3%	-2%	1%	6%	-4	-4%	-5%	i
CC(=O)N1CCN(S(=O)(=O)c2ccc3c(c2)CCC(=O)N3)CC1	1.9	-6%	-1%	-4%	16%	2	-1%	2%	-21%
CCN1CCN(C(=S)c2ccc(OCC(=O)N3CCOCC3)cc2)CC1	-0.2	19%	5%	2%	5%	3	-1%	-1%	i
COc1ccc(NC(=O)CN2C(=O)CSC(C)C2=O)c(OC)c1 (stereo not drawn)	-2.8	-5%	-24%	-9%	20%	-4	0%	-16%	-25%
NC(=O)c1ccccc1NC(=O)c1ccoc1	-2.3	0%	-4%	5%	11%	3	-19%	-10%	-3%
CCOc1ccc(NC(=O)N2CCC(n3nnc4cc(C)ccc43)CC2)cc1	1.7	-11%	-9%	-4%	-1%	-2	-9%	4%	-7%
O=C(CCN1C(=O)/C(=C\c2ccccc2F)SC1=S)N1CCOCC1	-0.6	-7%	1%	7%	13%	-6	-20%	8%	-18%
O=C(NC1CCCCC1)N1CCCC(c2nc3ccccc3[nH]2)C1 (stereo not drawn)	-3.5	-1%	-26%	9%	-26%	x	-7%	10%	i
Cc1cccc(NC(=O)c2nc[nH]c2C(=O)N[C@@H](CC(C)C)C(=O)OCc2ccccc2)c1	-0.4	3%	4%	-24%	u	14	3%	-24%	i
Cc1nc(C(=O)NNC(=O)c2ccc(Cl)cc2)cs1	-0.8	6%	u	8%	-28%	-2	-2%	6%	i
O=C(NC(NC(=S)Nc1c(Cl)cccc1Cl)C(Cl)(Cl)Cl)c1cccc([N+](=O)[O-])c1 (stereo not drawn)	-0.7	-25%	13µM*	8%	5µM*	-12	u	16%	-52%
Cc1ccc(N(C(=O)C2CCC(=O)N2)C2(C(=O)NC3CCCC3)CCCCC2)cc1 (stereo not drawn)	0.7	-11%	-3%	0%	1%	x	0%	-1%	i
Cc1cc(NC(=O)CSc2ccc3c(c2)OCCO3)no1	-0.1	6%	2%	1%	8%	10	-15%	14%	i
CS(=O)(=O)OCCCCOS(C)(=O)=O	1.0	9%&-3%	0%	-6%	8%	8	-2%	-7%	-15%
c1cc(-c2ccc(N3CCOCC3)cc2)n2cnnc2c1	0.2	-2%	6%	-5%	14%	2	3%	-9%	-6%
CCc1cnccc1CCC(=O)Nc1ccccc1C	0.1	9%	-23%	2%	-10%	0	-3%	-5%	i
O=CN1CCN(CC(O)Cn2c3ccccc3c3ccccc32)CC1 (stereo not drawn)	0.2	1%	3%	3%	-21%	4	-4%	9%	-23%
CC(CCC(=O)O)C1CCC2C3CC(O)C4CC(O)CC[C@]4(C)C3CCC12C (stereo partly drawn)	-0.4	9%	1%	-15%	9%	4	0%	-7%	i
O=C(NCCOc1ccc(Cl)cc1)c1ccc2c(c1)OCCO2	-0.5	-4%	-8%	3%	u	2	-14%	-28%	-72%[inhibitor]
(listing goes on)
SMILES	IL-2 act	GLP-1R agonist	GLP1R cytotox	EPAC1 ag	GLP-1R inv ag	PI5P4K alpha inh	PLK1 PBD inh	EPAC1 antagonist	PTHR1 agonist
CCc1noc(C)c1C(=O)NC1CCCc2c1cnn2-c1ccc(C(C)(C)C)cc1 (stereo not drawn)	-0.6	-12%	-3%	-2%	-15%	2	-9%	-12%	i
CC(=O)c1cccc(NC(=O)N2CCC(NC(=O)c3ccco3)CC2)c1	-0.2	12%	5%	0%	10%	-7	-10%	3%	-14%
NC(=NCCc1c[nH]c2ccccc12)NS(=O)(=O)c1cc(F)ccc1F	0.6	1%	-5%	-1%	1%	-7	-10%	u	-28%
O=C(Nc1nc(-c2nc3ccccc3s2)cs1)c1ccc(S(=O)(=O)N2CCOCC2)cc1	0.5	-14%	-8%	9%	4%	x	-4%	1%	-28%[57.5 µM]
COc1cc(CNc2ccc(N3CCCCC3)cc2)ccc1OCC(=O)NC(C)(C)C	-2.1	15%	-16%	-15%	-7%	1	0%	-9%	-22%
Cc1ccc(NS(=O)(=O)c2cc(C(=O)NCc3cccnc3)ccc2C)cc1	-1.1	8%	-2%	-4%	-8%	-6	1%	15%	-2%
COC(=O)CSc1nnnn1-c1ccccc1	-1.2	-22%	-3%	-8%	2%	-5	-1%	2%	i
COc1ccc(CCNC(=O)CCn2c(SCC#N)nc3ccccc3c2=O)cc1OC	1.3	16%	16%	5%	-10%	1	1%	-3%	-18%
CCOc1ccc(S(=O)(=O)N(CC)CC(=O)NCc2cccnc2)cc1	-0.6	8%	-16%	19%	0%	8	-8%	-19%	-4%
Cc1cc(NCCNC2=CC(=O)CCC2)nc2ccccc12	6.1	0%	-14%	3%	5%	-4	-2%	9%	i
O=C(Nc1ccc(N2CCOCC2)c(S(=O)(=O)Nc2ccc(Cl)cc2)c1)c1cnccn1	-0.4	15%	-25%	-4%	-14%	-25	5.3µM*	-3%	i
CCc1nnc(SCC(=O)NC2CC2)n1CC	0.3	13%	-1%	-3%	8%	1	-19%	u	u
CCC(Sc1nc2cc3c(cc2c(=O)n1Cc1ccco1)OCO3)C(=O)NCCOC (stereo not drawn)	-2.5	-3%	0%	0%	37%[activator]	0	-8%	12%	-9%
COc1cccc(C2C(C(N)=O)=C(C)Nc3nc(CCCO)nn32)c1 (stereo not drawn)	-4.6	-3%	19%&8%	-5%	13%&11%	0	-12%	-9%	9%
Cc1cc(C)c2nc(-c3ccccn3)cc(C(=O)Nc3ccc(S(=O)(=O)Nc4cc(C)on4)cc3)c2c1	-0.8	-1%	u	3%	u	x	21µM*	u	-13%[57.5 µM]
COc1ccc(CSc2ccc(-c3nc4ccccn4c3NCc3ccccc3)cc2OC)cc1	-4.5	10%	-1%	8%	u	3	1%	9%	-20%
N#CC1(NC(=O)COC(=O)c2cc(=O)[nH]c3ccccc23)CCCCC1	1.9	-5%	0%	1%	4%	-5	-3%	-20%	i
CCOc1ccc(OCC)c(NC(=O)CCNS(=O)(=O)c2cc(Br)cnc2N)c1	-2.7	-5%	-2%	-3%	u	10	-17%	-13%	i
Cc1nc(NC(=O)COC(=O)C2CC2C)c(Cl)cc1Cl (stereo not drawn)	0.3	-5%	7%	1%	11%	3	2%	-5%	3%
O=C(CN(C(=O)CCC(=O)Nc1ccccn1)C1CCCC1)NCc1ccccc1	0.5	8%	6%	-5%	7%	4	0%	3%	i
CCOC(=O)Cn1cnc2c(nnn2-c2ccc(C)cc2)c1=O	-1.2	-11%	-13%	6%	3%	x	-5%	-4%	-5%[57.5 µM]
CCCOc1ccc(OCC(=O)c2[nH]c(C)c(C(C)=O)c2C)cc1	-2.3	6%	11%	-4%	-1%	x	1%	2%	i
CN(C)C(=O)CSc1nc2ccccc2c(=O)[nH]1	0.5	18%	-6%	12%	25%	5	-11%	0%	i
CC1Cc2ccccc2N1C(=O)CN1C(=O)CN(C)C(=O)c2ccccc21 (stereo not drawn)	3.8	0%	-9%	3%	-11%	0	-3%	-5%	-7%[57.5 µM]
COc1cccc(Nc2c([N+](=O)[O-])cncc2[N+](=O)[O-])c1	-2.8	3%	-39%	-7%	64%[activator]	-7	-12%	-7%	-2%
CN1CCn2cnc(C(=O)NCc3ccc(CNC(=O)OC(C)(C)C)cc3)c2C1=O	7.2	-1%	-2%	14%	5%	15	-3%	5%	-22%
CC(=O)Nc1c(Cl)cc2c(c1Cl)Cc1cc(C#N)ccc1-2	-3.7	11%	-2%	-8%	61%[activator]	-8	4%	-3%	i
COc1cccc(C2C3=C(CC(C)(C)CC3=O)Nc3cc4c(cc32)OCO4)c1 (stereo not drawn)	-2.3	8%	11%	11%	u	-3	-3%	u	-8%

3 entries from above, with two lines to a compound.
Every second line gives: IL-2 act	GLP-1R agonist	GLP1R cytotox	EPAC1 ag	GLP-1R inv ag	PI5P4K alpha inh	PLK1 PBD inh	EPAC1 antagonist	PTHR1 agonist
- CCc1nnc(SCC(=O)NC2CC2)n1CC
→ 0.3	13%	-1%	-3%	8%	1	-19%	u	u
- O=C(Nc1ccc(N2CCOCC2)c(S(=O)(=O)Nc2ccc(Cl)cc2)c1)c1cnccn1
→ -0.4	15%	-25%	-4%	-14%	-25	5.3µM*	-3%	i
- CC1Cc2ccccc2N1C(=O)CN1C(=O)CN(C)C(=O)c2ccccc21 (stereo not drawn)
→ 3.8	0%	-9%	3%	-11%	0	-3%	-5%	-7%[57.5 µM]

An excerpt. The share of hits here may be higher or lower than overall.
